# FEN1 inhibitor: blocks human flap endonuclease 1; P39748; Recombinant FEN1 flap cleavage, fluorescence, 15 min; Potency, µM (highest dose often 114 µM), without a hit: top-dose activity change, negative = inhibition, usual class: inhibitors; hit rate 0.35% among 390,000; AID 588795; also: nearly all actives have a fitted effect of over 65% in size
# Target sequence (P39748 whole entry, looked up): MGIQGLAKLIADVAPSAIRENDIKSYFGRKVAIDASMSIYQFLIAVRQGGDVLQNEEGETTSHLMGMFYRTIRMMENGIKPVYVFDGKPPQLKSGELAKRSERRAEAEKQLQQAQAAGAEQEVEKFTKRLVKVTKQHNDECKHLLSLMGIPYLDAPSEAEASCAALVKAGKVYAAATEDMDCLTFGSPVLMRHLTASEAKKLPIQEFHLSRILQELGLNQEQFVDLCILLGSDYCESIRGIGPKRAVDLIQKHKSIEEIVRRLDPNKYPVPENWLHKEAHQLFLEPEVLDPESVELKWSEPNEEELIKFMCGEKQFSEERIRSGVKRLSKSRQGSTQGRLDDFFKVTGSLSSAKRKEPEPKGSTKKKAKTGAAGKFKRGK
#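 Reaction started by adding substrate (50 nM final) to 10 nM enzyme after 15 min room-temperature compound preincubation. Reads at 0 and 15 min, with data normalized and fitted to a four-parameter Hill equation.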
# N370S GC mod: N370S glucocerebrosidase modulation, Gaucher chaperone candidate | P04062 | hit rate 0.092% among 330,000 | N370S GC spleen homogenate, 4MU-glucoside fluorescence | Potency, µM (series often up to 59.4 µM), for inactives: top-dose activity change, negative = inhibition, hits mostly inhibitors;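 also: 0% = full enzyme activity and -100% = no enzyme basal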
# KAT2A inh: blocks human GCN5L2 histone acetyltransferase; Q92830; GCN5L2 HAT assay, ThioGlo1 CoA-SH fluorescence; Potency, µM (series often up to 58.9 µM), for inactives: at the top dose activity change, negative = inhibition, hits mostly inhibitors; hit rate 0.21% among 390,000
#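 Titration-based screen in which CoA formation is detected via maleimide probe ThioGlo1 (50uM) turning fluorescent on thiol reaction; substrates H3(1-25) 75uM and acetyl-CoA 70uM, GCN5L2 20nM, 20 min incubation at room temperature.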
# * marks the source's active call; other numbers are inactive results; ? = inconclusive; . = not tested or not shown; [ ] = dose if it differs, or a comment. Calls follow the shape of the dose curve; as a rule, active = well fitted curve in the direction sought with a large enough effect; inconclusive = small, poorly fitted or top-dose-only effect, or another doubt; inactive = no such curve, though single readings can be large; an effect the other way counts as inactive or inconclusive. Unless noted, % is scaled to controls: 0 for no effect and ±100 for the full control effect; potency is read from the fitted curve at half-maximal effect. Compounds as they come (roughly 0.54% active in at least one column).
SMILES,FEN1 inhibitor,N370S GC mod,KAT2A inh
Cc1ccc(S(=O)(=O)/N=C2/C=C(Sc3ncn[nH]3)C(=O)c3ccccc32)c(C)c1,.,-16%,?
COc1ccccc1N1CCN(C(=O)Cn2ncc3c(=O)oc4ccccc4c32)CC1,9%,.,-7%
O=C1c2ccccc2C(=O)C1(CO)c1ccccc1,9%,8%,-8%
CN1CCc2c(n(CC(O)CNCc3ccccc3)c3ccccc23)C1=O (stereo not drawn),16%,4%,-2%
CCOC(=O)c1ccc(NC(=O)Nc2ccon2)cc1,13%,-24%,1%
NC(=O)CN(C/C=C/c1ccccc1)C/C=C/c1ccccc1,-10%,-8%,-2%
CCOc1ccc(-n2c(C)cc(C(=O)CCl)c2C)cc1,-1%,12%,0%
CCc1ccccc1S(=O)(=O)Cc1ccc(C(=O)N2CCN(c3ccccc3OC)CC2)o1,1%,0%,-13%
O=C(CSc1nc2ccccc2c(=O)n1CC1CCCO1)Nc1ccccc1 (stereo not drawn),-13%,?,-22%
CCOC(=O)c1c(/N=C/c2ccc(C)cc2O)sc2c1CCN(C)C2,-13%,0%,1%
O=C(CNC(=O)c1ccc(Cl)cc1Cl)OCn1nnc2ccccc2c1=O,0%,3%,-3%
CCCCn1c(SCC(=O)Nc2oc(C)c3c(C)n[nH]c(=O)c23)nc2cc(S(N)(=O)=O)ccc21,10%,-5%,-3%
CCC(C)c1ccc(NC(=O)NCCN2CCCCC2)cc1 (stereo not drawn),-1%,-20%,-9%
CCc1nc(SCC(=O)c2cccc([N+](=O)[O-])c2)n[nH]1,-15%,4%,-5%
CCOC(=O)c1cnn2c(C(F)(F)F)cc(-c3ccccc3)nc12,0%,12%,-5%
CCOC(=O)C1=C(O)C(=O)N(c2ccc(S(N)(=O)=O)cc2)C1c1ccc(Cl)cc1 (stereo not drawn),-10%,5%,-22%
CNC1CC(N)[C@H](O)[C@@H](O[C@@H]2OC(CO)C3OC4(OC(C(N)CO)C(O)C(O)C4O)O[C@@H]3[C@H]2O)C1O (stereo partly drawn),.,5%,-7%
CC1(C)Cc2ccccc2C(NNC(=O)c2cccnc2)=N1,-1%,-6%,-7%
O=C(NNC(=O)[C@@H]1CCCC[C@@H]1C(=O)O)c1cccs1,3%,-6%,0%
COc1cc(/C=C(/NC(=O)c2ccccc2)C(=O)Nc2ccc(O)cc2)c([N+](=O)[O-])cc1OC,-10%,-5%,3%
CCOc1ccc(/C=N/NC(=O)CC(=O)Nc2ccc(Cl)c(Cl)c2)cc1,-3%,12%,-5%
Cc1cc(NC(=O)c2oc3c(c2C)-c2[nH]ncc2CC3)ccc1Br,-3%,.,-1%
CC(=O)Nc1cccc(OCC(=O)NCCC2=CCCCC2)c1,8%,4%,-12%
Cc1nnc(NC(=O)CN2C(=O)NC3(CCCC3)C2=O)s1,4%,-4%,2%
O=C(COC(=O)C1CCC1)Nc1cccc(S(=O)(=O)N2CCOCC2)c1,4%,-1%,-1%
CCOc1ccc2nc(NC(=O)CS(=O)(=O)c3ccccc3)sc2c1,-4%,10%,-9%
Cc1ccc(-c2cc(C(=O)N3CCN(c4ncccn4)CC3)c3ccccc3n2)cc1,-6%,10%,-6%
COc1cccc(-c2cc(C(F)(F)F)n3ncc(C(=O)N4CCc5ccccc5C4)c3n2)c1,0%,4%,-2%
O=C(c1ccc(COc2c(F)c(F)c(F)c(F)c2F)o1)N1CCN(Cc2ccc3c(c2)OCO3)CC1,-20%,-26%,-14%
COCCOC(=O)c1c(C)nc(SCC(=O)Nc2ccc(C)cc2)c(C#N)c1-c1ccco1,-16%,-10%,-4%

# Rewritten with each value named: entries from further up
> COc1cccc(-c2cc(C(F)(F)F)n3ncc(C(=O)N4CCc5ccccc5C4)c3n2)c1
  FEN1 inhibitor: 0%	N370S GC mod: 4%	KAT2A inh: -2%

> O=C(c1ccc(COc2c(F)c(F)c(F)c(F)c2F)o1)N1CCN(Cc2ccc3c(c2)OCO3)CC1
  FEN1 inhibitor: -20%	N370S GC mod: -26%	KAT2A inh: -14%

# The list goes on.
SMILES,FEN1 inhibitor,N370S GC mod,KAT2A inh
COc1ccc2oc(-c3ccccc3[N+](=O)[O-])cc(=O)c2c1,1%,14%,-3%
CCCCCNC(=O)c1ccc2c(=O)[nH]c3c(C(=O)NCC4CCCO4)sc(=S)n3c2c1 (stereo not drawn),-5%,?,1%
CCCNC(=O)OCc1cccnc1Sc1ccc(C)cc1,1%,-4%,-2%
Cc1nn(C)c(C)c1-c1c(C#N)c(N)nc2c1CCCCCC2,3%,5%,-24%
O=C(CSc1nnnn1C1CCCC1)N1CCCc2ccccc21,-2%,-2%,-3%
CCc1nnc(NC(=O)c2ccc3c(c2)C(=O)N(CC(C)C)C3=O)s1,.,22%,2%
Cc1ccc(N(C(=O)CNC(=O)c2ccco2)C(C(=O)NC2CCCC2)c2ccncc2)c(C)c1 (stereo not drawn),14%,-10%,-10%
Cc1nnsc1C(=O)Oc1ccccc1Cl,-1%,.,1%
O=C(N=Nc1c(O)[nH]c2ccccc12)c1cc(-c2cccs2)[nH]n1,?,-8%,-15%
O=C(NCc1ccc(Cl)cc1Cl)c1ccc2nc[nH]c2c1,-2%,-5%,-8%
COc1ccc(CNC(=O)C(C)N2CCN(c3ccc(C(C)=O)cc3)CC2)cc1 (stereo not drawn),11%,-2%,-5%
CCOC(=O)CSc1nnc(CNC(=O)c2ccccc2OC)n1-c1ccc(OC)cc1,-1%,-5%,-19%
COc1ccc(C2C(C(=O)Nc3cccc(C)n3)c3ccccc3C(=O)N2C)cc1 (stereo not drawn),-10%,-1%,-9%
CNc1cc(C(F)(F)F)nc(-c2ccccn2)n1,-1%,4%,0%
CCCCn1c(N)c(N(CCOC)C(=O)CN2C(=O)c3ccccc3C2=O)c(=O)[nH]c1=O,-4%,-15%,0%

# A second format for some results above.
smiles	FEN1 inhibitor	N370S GC mod	KAT2A inh
COc1ccc(CNC(=O)C(C)N2CCN(c3ccc(C(C)=O)cc3)CC2)cc1 (stereo not drawn)	11%	-2%	-5%
CCCCn1c(N)c(N(CCOC)C(=O)CN2C(=O)c3ccccc3C2=O)c(=O)[nH]c1=O	-4%	-15%	0%
CCc1nnc(NC(=O)c2ccc3c(c2)C(=O)N(CC(C)C)C3=O)s1	.	22%	2%
O=C(N=Nc1c(O)[nH]c2ccccc12)c1cc(-c2cccs2)[nH]n1	?	-8%	-15%

# Other records.
SMILES,FEN1 inhibitor,N370S GC mod,KAT2A inh
O=C(O)c1cn(Cc2ccccn2)c(=O)c2ccccc12,12%,-1%,-3%
O=C(c1ccc(-c2cccc([N+](=O)[O-])c2)o1)N1CCN(c2ccc([N+](=O)[O-])cc2)CC1,-11%,-1%,-5%
COc1ccccc1CNC(=O)CCn1c(=O)c2ccccc2n(CC(=O)Nc2ccc(C)cc2C)c1=O,-7%,.,-4%
COC(=O)c1ccccc1NC(=O)Cn1c(-c2nonc2N)nc2ccccc21,-5%,1%,-4%
CN(C)c1ccc(C2CC(=O)C=C(Nc3ccccc3N)C2)cc1 (stereo not drawn),15%,-2%,-13%
COc1ccc(-n2c(C)cc(C(=O)CSc3nnc(-c4cccs4)o3)c2C)cc1,-15%,5%[2.35 µM],-8%
CC(C)c1ccc(N(CC(=O)NCCSC(C)(C)C)S(C)(=O)=O)cc1,-4%,2%,-2%
CCOC(=O)CSc1nc2c(cnn2-c2ccc(Cl)cc2)c(=O)[nH]1,0%,-1%,0%
CCCC(=O)c1ccc(N2CCN(S(=O)(=O)c3ccccc3)CC2)c(F)c1,-7%,8%,-3%
O=C(NCCCn1ccnc1)c1cnn2c1NC(c1ccccc1)CC2C(F)(F)F (stereo not drawn),-13%,-27%,2%
CCC1CCCCN1CC(=O)c1c(C)[nH]c2cc(C)ccc12 (stereo not drawn),-8%,2%,-19%
Cn1c(CC(=O)Nc2ccccc2Cl)nnc1SCC(=O)Nc1nncs1,-2%,0%,3%
CC(C)(C)c1ccc(/C=N/NC(=O)C2CCCC2)cc1,2%,20%,-8%
CC(=O)N1CCc2cc(S(=O)(=O)C(C)CC(=O)Nc3ccc(Br)c(C)c3)ccc21 (stereo not drawn),12%,.,-11%
CN1CCN(C(=O)/C=C\c2ccc(Cl)cc2)CC1,0%,5%,0%
COc1ccc(CCNc2oc(/C=C/c3ccc(OC)c(OC)c3)nc2C#N)cc1,-19%,.,-10%
CC(C)(C)N1CC(C(=O)Nc2ccc(S(N)(=O)=O)cc2)CC1=O (stereo not drawn),-3%,-2%,1%
CCOC(=O)c1[nH]c2ccc(Br)cc2c1NC(=O)CNC,-1%,8%,-14%
Cc1cc(C(=O)N/N=C/c2ccccn2)c2ccccc2n1,-2%,4%,-4%
Cc1ccc(C)c(N2CCN(C(=O)C3CCCN(c4ncnc5c4nc4n5CCCCC4)C3)CC2)c1 (stereo not drawn),-3%,2%,-22%
O=S(=O)(c1ccc(F)c(F)c1F)N1CCN(c2ncnc3sccc23)CC1,0%,.,0%
O=C(Cc1cccc2ccccc12)N1CCN(c2ncccn2)CC1,2%,3%,-3%
O=C(OCC(=O)c1ccc[nH]1)c1ccc(S(=O)(=O)N2CCCCCC2)cc1,-6%,2%,-5%
S=c1[nH]nc(CN2CCCCC2)n1Cc1ccccc1,3%,12%,-14%
CC1(C)CC(=O)c2cc(OCC(=O)NCc3cccnc3)ccc2O1,-7%,9%,-22%
CCCOc1ccc(CC(=O)NCCc2ccccc2)cc1OC,18%,0%,4%
C#CCOc1c(Br)cc(/C=N/O)cc1OCC,7%,3%,2%
CCOC(=O)c1[nH]c2ccc(OC)cc2c1NC(=O)CN1CCSCC1,-1%,3%,-18%
COc1cc(C(=O)NCC(=O)NCCN2C(=O)S/C(=C\c3ccc4c(c3)OCO4)C2=O)cc(OC)c1OC,0%,-7%,?
COCCNC(=O)CSc1c2c(nc3cc(Cl)ccc13)CCCC2,-12%,.,-5%
CC(=O)Oc1c(-c2ccc(Br)o2)oc2ccccc2c1=O,?,-8%,-4%
Cc1c(C#N)c(N)nc(Cl)c1C#N,-1%,?,0%
Cc1ccc(S(=O)(=O)Nc2cc(=O)[nH]c(SCC(=O)Nc3cccc(C)c3)n2)cc1,-12%,?,-16%
N/C(=N\OC(=O)C1CCCCC1)c1ccc(Br)cc1,-2%,-7%,-2%
COc1ccc(NC(=O)CC2C(=O)OCC3CCCCN32)cc1Cl (stereo not drawn),-6%,5%,-19%
COCCCNC(=O)CCn1c(=O)c2ccccc2n(CC(=O)Nc2ccccc2C)c1=O,7%,-1%,-11%
CCOC(=O)C1=NN(c2ccc(OC)cc2)C(c2ccccc2)CC1=O (stereo not drawn),-11%,6%,-8%
O=C(O)COc1ccc(/C=N/NC(=O)C(O)(c2ccccc2)c2ccccc2)cc1,-2%,-5%,3%
COc1cc(OC)cc(C(=O)c2c(C)c(C#N)c3ccccn23)c1,4%,-6%,-2%
CCCn1c(N)c(C(c2ccc(C(=O)OC)cc2)N2CCN(c3ccccc3)CC2)c(=O)[nH]c1=O (stereo not drawn),2%,6%,20%
CCCCC1=CC2=CC(=O)C(C)(OC(=O)CC)C(=O)C2=CN1Cc1ccccc1 (stereo not drawn),8%,7%[12.8 µM],-4%
O=C(Nc1c(Cl)ccc2nsnc12)c1ccc([N+](=O)[O-])o1,-1%,-4%,-1%
COc1ccc(Nc2nc(N3CCN(S(=O)(=O)N(C)C)CC3)nc3ccccc23)cc1,0%,-16%,-14%
O=C(CCC1CCCN(Cc2cccc(Cl)c2)C1)NCc1ccccc1F (stereo not drawn),-7%,-3%,4%
CCc1ccc(N(C(=O)CCC(=O)Nc2cc(C)on2)C(C(=O)NC2CCCC2)c2ccco2)cc1 (stereo not drawn),-1%,-6%,-7%

# Among those listed so far, three have a COOH group.
SMILES,FEN1 inhibitor,N370S GC mod,KAT2A inh
O=C(NNC(=O)[C@@H]1CCCC[C@@H]1C(=O)O)c1cccs1,3%,-6%,0%
O=C(O)c1cn(Cc2ccccn2)c(=O)c2ccccc12,12%,-1%,-3%
O=C(O)COc1ccc(/C=N/NC(=O)C(O)(c2ccccc2)c2ccccc2)cc1,-2%,-5%,3%

# Source: PubChem BioAssay
